# PP5 inh: inhibitors of human protein phosphatase 5 (PP5); AID 1987; inhibition, % at 6.7 µM; 320,000 compounds, 0.18% hits; purified PP5c, OMFP substrate fluorescence;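 active = inhibition above the campaign's mean inhibition across all tested compounds plus 3 SD, cut at about 9.5% in these data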;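 note: 0% = DMSO only and 100% = 100 µM cantharidin control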
# Efflux pump inh: antifungal efflux pump inhibition, Nile Red retention; inhibition, % at 10 µM; 330,000 compounds, 0.44% hits; S. cerevisiae Candida pump triplex;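 active = plate passing quality check with inhibition over a set limit, or well fluorescence over plate mean plus 4 SD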;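 note: Nile Red retained in pooled yeast measured as flow cytometry median fluorescence; 0% = buffer negative control and 100% = Enniatin B positive control; higher means more Nile Red kept so more efflux inhibition; some compounds called inactive have numbers as strong as hits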
# HCV core dimer: HCV core protein dimerization inhibition | inhibition, % at 5 µM | TR-FRET GST/Flag-core106 dimerization, 1536-well | 300,000 compounds, 0.33% hits;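 active = inhibition above the mean of all tested compounds plus 3 SD, set per screening campaign, cut at about 45% in these data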
#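 System – GST-tagged and Flag-tagged HCV core protein residues 1-106 · Repeats – one well for each compound · Technique – TR-FRET 671 and 617 nm emission · Doses – one concentration, 5 µM, in 0.5% DMSO · Times – 4 h, 22.5 °C incubation · Also added – Eu donor and XL665 acceptor anti-tag antibodies · Measure – percent inhibition of core106 dimerization signal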
# CTSL1 counter: counter-screen for PFM18AAP inhibitors: inhibitors of F. hepatica cathepsin L1; recombinant F. hepatica cathepsin L1, Z-Leu-Arg-MCA fluorescence; inhibition, % at 5.96 µM; 300,000 compounds, 0.49% hits; AID 1906;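 active = inhibition above the mean of all tested compounds plus 3 SD, set per screening campaign, cut at about 17% in these data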;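 note: 0% = plate median of test compound wells and 100% = 1 µM Z-Phe-Ala-diazomethylketone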
# proCasp7 act: counter-screen for procaspase-3 activators: activators of human procaspase-7; 330,000 compounds, 0.093% hits; activation, % at 8.5 µM; recombinant procaspase-7, Ac-DEVD-pNA absorbance 405 nm; D23A/D198A/D206A triple mutant, cannot self-cleave; scale: DMSO 0, 5 µM enzyme 100;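 active = percent activation above the screen-wide mean plus 3 SD, cut at about 25% in these data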
# Target sequence (P55210 whole entry D23A/D198A/D206A): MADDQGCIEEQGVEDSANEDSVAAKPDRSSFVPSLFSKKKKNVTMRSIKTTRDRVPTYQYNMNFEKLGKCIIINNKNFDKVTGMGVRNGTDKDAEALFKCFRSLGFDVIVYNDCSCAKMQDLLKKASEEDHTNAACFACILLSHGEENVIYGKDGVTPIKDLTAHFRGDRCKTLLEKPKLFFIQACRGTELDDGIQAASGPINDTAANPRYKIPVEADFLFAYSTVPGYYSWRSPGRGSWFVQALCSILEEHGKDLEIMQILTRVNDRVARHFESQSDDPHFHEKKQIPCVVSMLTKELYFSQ
#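 signal = Epi-absorbance of released pNA at 405 nm, two timepoints | assay system = Uncleavable procaspase-7 mutant enzyme | reagent = Ac-DEVD-pNA substrate, 400 µM as added | times = 1 h enzyme–compound preincubation and 2 h substrate reaction, both 25 °C | benchmarks = low DMSO alone, high DMSO plus 5 µM PC-7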
# procasp3 activ: activates human procaspase-3 | P42574 | recombinant procaspase-3 D3A, Ac-DEVD-pNA absorbance 405 nm | activation, % at 8.5 µM | 330,000 compounds, 0.11% hits;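 active = activation above the mean of all tested compounds plus 3 SD, cut at about 21% in these data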;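 note: 0% = DMSO alone and 100% = DMSO wells spiked with extra 5 µM PC-3 D3A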
#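 Assay system – Procaspase-3 D3A mutant, all three cleavage aspartates alanine · Controls – DMSO-only low control, 5 µM PC-3 D3A high control · Schedule – 1 h compound preincubation, 2 h substrate hydrolysis at 25 °C · Signal – 405 nm absorbance of p-nitroaniline, reads at 0 and 120 min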
# PP1 inh: blocks human PP1-alpha phosphatase, a PP5 counter-screen | P62136 | purified PP1alpha, OMFP fluorescence | inhibition, % at 6.7 µM | 320,000 compounds, 0.9% hits;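 active = inhibition above the mean inhibition of all tested compounds plus 3 SD, computed separately for each screening campaign, cut at about 15% in these data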
# Target sequence (P62136 whole entry, looked up): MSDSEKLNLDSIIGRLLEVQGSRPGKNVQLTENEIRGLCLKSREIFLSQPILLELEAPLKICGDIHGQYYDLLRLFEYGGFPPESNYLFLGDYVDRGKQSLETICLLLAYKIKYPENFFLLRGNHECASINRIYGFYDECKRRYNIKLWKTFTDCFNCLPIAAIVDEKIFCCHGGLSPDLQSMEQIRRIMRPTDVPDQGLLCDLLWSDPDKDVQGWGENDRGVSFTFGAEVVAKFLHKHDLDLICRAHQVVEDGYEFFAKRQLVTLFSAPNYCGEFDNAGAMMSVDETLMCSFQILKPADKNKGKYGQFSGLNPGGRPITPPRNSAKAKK
# JMJD2C inh: human JMJD2C demethylase inhibition | GST-JMJD2C(1-420) H3K9me3 demethylation, DELFIA europium | 330,000 compounds, 0.069% hits | inhibition, % at 2.35 µM | Q9H3R0;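 active = more than half of a compound's replicate wells show inhibition beyond 50%, single wells judged on their own value; inconclusive = some, but no more than half, of replicates pass 50% inhibition; inactive = no replicate passes 50% inhibition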;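 note: signal counts dimethyl H3K9 product captured on neutravidin plate; 0% = median of DMSO wells and 100% = 0.3 times that DMSO median; strong numbers were not always called active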
# Target sequence (Q9H3R0 1-420 limits assumed): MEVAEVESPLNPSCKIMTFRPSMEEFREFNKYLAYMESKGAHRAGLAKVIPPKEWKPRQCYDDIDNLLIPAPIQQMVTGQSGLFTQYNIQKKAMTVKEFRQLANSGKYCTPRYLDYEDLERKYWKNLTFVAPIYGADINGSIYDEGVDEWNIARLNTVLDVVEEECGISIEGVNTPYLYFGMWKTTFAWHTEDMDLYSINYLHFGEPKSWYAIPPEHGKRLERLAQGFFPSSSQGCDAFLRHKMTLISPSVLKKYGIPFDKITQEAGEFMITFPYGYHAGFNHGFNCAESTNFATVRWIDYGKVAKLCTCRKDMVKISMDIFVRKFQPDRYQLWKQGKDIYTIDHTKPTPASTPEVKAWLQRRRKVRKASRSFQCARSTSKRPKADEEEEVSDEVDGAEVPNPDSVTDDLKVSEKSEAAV
# TPT1 inhibitor: blocks Candida albicans tRNA 2'-phosphotransferase; recombinant caTPT1, FP RNA substrate dephosphorylation; inhibition, % at 5 µM; 300,000 compounds, 0.81% hits;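 active = inhibition above the mean of all tested compounds plus 3 SD, set per screening campaign, cut at about 24% in these data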;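 note: plate controls were DMSO alone for no effect and ferristatin control at 100 nM for full effect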
# * = called active by the depositor; ? = inconclusive; / = not tested or not shown.
SMILES,PP5 inh,Efflux pump inh,HCV core dimer,CTSL1 counter,proCasp7 act,procasp3 activ,PP1 inh,JMJD2C inh,TPT1 inhibitor
Cc1cc(NC(=O)CCC(=O)N(c2ccccc2F)C(C(=O)NC2CCCC2)c2ccccc2)no1 (stereo not given),0.7,0.1,1,-2,-15,-3,1,-6,1
CCOc1cccc(CNn2cnnc2)c1OCc1ccccc1,1.9,-0.1,-2,-4,24,10,1,-2,-2
CC(=O)Nc1ccc(SCc2c(C)noc2C)cc1,-4.6,-0.1,0,-1,-4,-9,-3,-14,-1
Cc1cc(Cl)ccc1NC(=S)NCCCN1CCCC1=O,-0.5,0.0,-8,2,1,2,-9,8,6
COC(=O)CN(c1ccc(OC)cc1)S(=O)(=O)c1ccc(OC)c(OC)c1,2.8,0.1,0,1,6,4,-4,8,0
CCn1c(SCCN2CCOCC2)nc2c1c(=O)n(C)c(=O)n2C,0.0,0.1,12,2,8,5,3,9,1
O=C(c1ccccc1)N1CCN(Cc2cccc(Oc3ccccc3)c2)CC1,0.6,0.4,-1,-5,4,-11,1,-8,-3
COc1ccc2oc(=O)c(-c3nc4ccccc4o3)cc2c1,1.0,0.0,-2,-1,5,8,0,18,-5
COc1ccc(/C=N/N=C2/NC(=O)C(CC(=O)O)S2)cc1OS(=O)(=O)c1ccccc1 (stereo not given),-0.6,0.0,5,3,2,-1,0,7,1
COc1ccccc1-c1sc2ccccc2c1C#CC1(O)CCCCC1,/,-0.1,/,/,7,6,/,-1,/
CC(=O)NC(Cc1ccccc1)C(=O)N1CCN(C(=O)c2ccco2)CC1 (stereo not given),1.7,0.3,-1,0,-11,-11,-3,-5,0
Cc1cc(F)ccc1S(=O)(=O)N1CCCOC1CNC(=O)C(=O)NCc1ccncc1 (stereo not given),1.4,-0.1,-8,-2,21,-5,-2,-4,-1
COc1cc(OC)cc(C(=O)NNC(=O)c2nn(C)c(=O)c3ccccc23)c1,/,0.0,/,/,7,8,/,11,/
CN(CC(=O)N1CCc2ccccc21)S(=O)(=O)c1cccc2cccnc12,1.1,-0.1,-1,2,-1,6,-2,7,-4
CCOC(=O)c1c(N)sn(-c2ccccc2C)c1=S,-1.0,0.0,1,4,-31,-14,0,1,0
Nc1nc2c(c(=O)[nH]1)C(c1ccccc1)C1=C(N2)c2ccccc2C1=O (stereo not given),-0.5,0.1,-14,-1,8,2,-2,-2,2
CCOc1ccccc1NC(=O)CN(c1nccs1)S(=O)(=O)c1ccc(N)cc1,0.9,-0.1,-6,1,10,3,4,17,1
CCC(=O)NC(=S)Nc1ccc(S(=O)(=O)NC2CCCCC2)cc1,3.6,-0.1,-15,0,2,-7,2,-13,-2
Nc1ccc(Oc2ccc3nc(-c4ccccc4)c(-c4ccc([N+](=O)[O-])cc4)nc3c2)cc1,2.1,-0.1,27,2,1,-6,0,-7,1
O=C(NC(Cc1ccccc1)C(=O)O)/C(=C\c1ccc([N+](=O)[O-])cc1)NC(=O)c1ccco1 (stereo not given),1.9,0.1,3,2,-6,-5,1,7,5
COC(=O)c1cn(NC(=O)c2ccc([N+](=O)[O-])c(C)c2)c(=O)c2ccccc12,1.2,0.0,-3,-1,-4,4,4,-8,-3
CC(C)=Cc1oc2ccc([N+](=O)[O-])cc2c1N1CCOCC1,-1.3,0.1,8,-5,0,-2,-2,1,-1
NS(=O)(=O)c1ccc(Cc2ncc(C(F)(F)F)cc2Cl)s1,-2.1,-0.1,6,1,-6,-2,3,-6,5
CCC1CCCCN1CCCNC(=O)CN1C(=O)COc2ccccc21 (stereo not given),0.4,0.0,-1,-5,7,-3,0,14,-1
CCCCn1c(=O)[nH]c(=O)c2c1nc(-c1ccc(-c3ccc(F)cc3)o1)n2C,4.6,0.1,2,3,-9,-19,-2,-2,3
# Next results follow.
SMILES,PP5 inh,Efflux pump inh,HCV core dimer,CTSL1 counter,proCasp7 act,procasp3 activ,PP1 inh,JMJD2C inh,TPT1 inhibitor
CCOc1ccc(-c2cnc(SCC(N)=O)nc2N)cc1,-1.3,-0.1,-2,4,8,3,-3,2,-2
Cc1ccc(-c2nnn(CC(=O)N(c3ccc(F)cc3)C(C(=O)NC3CCCC3)c3ccncc3)n2)o1 (stereo not given),2.7,1.2,-1,-2,-4,9,-1,5,0
COC(=O)c1cnc(NNS(=O)(=O)c2ccc(Cl)cc2)nc1C(F)(F)F,0.4,0.1,5,2,-7,7,-5,-8,-2
CSC1=NCCCN1C(=O)c1c(-c2ccccc2Cl)noc1C,-0.3,-0.1,-2,-2,5,5,-2,-3,3
CSc1nc(C)c2c(n1)N(c1ccc(O)cc1)CC2,1.5,-0.1,-9,-1,3,0,-1,-1,-2
Cc1cc2nc(C)n(CCCN)c2cc1C,0.0,-0.1,0,0,9,-1,-1,6,1
Cc1cc(C(=O)N2CCC(CO)(Cc3cccc(C(F)(F)F)c3)CC2)n[nH]1,0.8,-0.1,1,-4,8,1,-2,6,-4
COc1cc(C(=O)NCC2CCCCC2)cc(OC)c1OC,1.0,0.1,7,-4,5,7,4,11,2
CCCCCCc1cc2cc(C(=O)Nc3ccccc3)c(=O)oc2cc1O,-1.3,-1.4,2,-1,18,16,0,-1,-1
CN1CCc2c(sc3c2C(=O)NC(/C=C/c2ccco2)N3)C1 (stereo not given),2.4,0.0,-18,6,-12,-3,1,4,2
Cc1ccc(NC(=O)Cc2sc(C)nc2-c2ccc(C)cc2)cc1,2.1,-0.1,0,-3,2,10,2,-2,-1
O=C(O)CCS(=O)(=O)Cc1ccccc1Cl,1.4,0.1,-4,-2,2,-2,-3,-2,-1
CC(C)CN1C(Nc2ccccc2)=NC[C@@H]1C,1.4,-0.1,-2,-2,0,13,-5,7,-4
O=S(=O)(c1ccc(C2CCCCC2)cc1)N1CCN(c2ncccn2)CC1,0.0,0.0,3,2,8,-9,0,9,-2
CCOC(=O)N1CCN(C(=O)COC(=O)c2ccc(O)cc2O)CC1,-0.4,0.0,-5,-1,3,8,-3,-21,2
Cc1cccc(CN2CCN(CC(=O)N3CCCC3)C2=O)c1,-1.1,-0.1,-5,-4,-5,2,0,-9,-2
O=C(Nc1ccncc1)c1cccc(S(=O)(=O)N2CCOCC2)c1,-0.9,0.1,5,-2,9,0,-3,8,0
COc1cc2ccccc2cc1C(=O)N(CCN(C)C)c1nc2c(OC)ccc(OC)c2s1,4.3,-0.2,-11,0,15,-7,6,-12,-3
O=C(COC(=O)CCc1c[nH]c2ccccc12)NC(c1ccccc1)c1ccccc1,1.4,0.3,-2,-2,16,11,6,19,2
COc1ccc(/C=N/NC(=O)CSCC(=O)Nc2ccccc2)cc1,2.1,-0.1,1,0,-7,4,2,10,-1
Cc1ccc(C(C#N)c2ccc(C(=O)c3ccc(F)cc3)cc2)cc1 (stereo not given),2.1,-0.2,7,5,-3,1,-1,1,-4
CCn1c(SCC(=O)Nc2ccccc2N2CCOCC2)nnc1-c1ccccc1,2.2,-0.2,1,-3,-2,7,0,15,0
O=C(CCC1CCN(C(=O)c2ccco2)CC1)NCc1ccc(F)cc1,1.2,0.0,11,-2,1,0,-7,-4,-3
Cc1ccc(C)c(S(=O)(=O)N2CCCC2CNC(=O)c2ccc([N+](=O)[O-])cc2)c1 (stereo not given),-0.4,0.2,1,2,4,-6,1,34,-2
Cc1c(NC(=O)c2ccccc2)cccc1[N+](=O)[O-],-0.3,0.0,2,-2,6,-4,0,-5,-2
# (more compounds)
SMILES,PP5 inh,Efflux pump inh,HCV core dimer,CTSL1 counter,proCasp7 act,procasp3 activ,PP1 inh,JMJD2C inh,TPT1 inhibitor
Cc1c(C(=O)C(=O)N2CCN(C)CC2)c2ccccc2n1C,1.8,0.2,0,0,12,0,-3,?,1
C=CCn1c(SCC(=O)NCCOC)nnc1-c1cc2c(s1)CCC(CC)C2 (stereo not given),0.7,0.3,1,-3,11,-1,0,8,-3
Cc1cc(C(=O)N2CCCC(N3CCN(c4cccc(Cl)c4)CC3)C2)nc(C)n1 (stereo not given),0.5,-0.1,-1,3,-6,7,1,-1,-2
S=C(c1ccc2c(c1)OCO2)N1CCCCCC1,1.1,0.1,5,3,-4,-3,-9,0,0
c1ccc(CN2CCC3(CC2)Nc2ccccc2CO3)cc1,2.5,0.0,-1,-1,5,8,-3,-27,0
CC(C(=O)c1ccc(-c2ccccc2)cc1)[n+]1cccc(C(N)=O)c1 (stereo not given),0.4,0.2,-3,6,13,6,-4,3,-4
FC(F)(F)c1nnc(N2CCN(c3ccc(Cl)cc3)CC2)s1,0.9,0.0,14,3,1,7,-3,-33,2
CCCC(=O)Nc1ccc(C(=O)NNC(=O)COc2ccc(Br)c(C)c2)cc1,3.2,0.0,7,-10,2,2,5,3,0
Cc1cccc(C(=O)NC(=S)N(C)C2CCCCC2)c1,1.1,-1.3,-2,2,0,5,-3,5,-2
O=C(N/N=C/c1c[nH]c2ccccc12)c1ccccc1,0.4,0.1,-4,-10,4,-3,-2,-4,-4
COCCCC1CCN(C(=O)C2CCC(=O)N(CCc3ccccc3)C2)CC1 (stereo not given),2.1,-0.1,3,3,13,6,1,2,-1
C/C(CC(C)C)=N\Nc1ccc(S(N)(=O)=O)cc1[N+](=O)[O-],-0.7,-0.1,-5,0,11,-2,1,2,0
Cc1sc2ncnc(Sc3nc4ccccc4s3)c2c1C,-1.8,0.1,4,-2,-4,1,1,3,2
CCCSc1nc2c(c(=O)n1CC)SC(C)C2 (stereo not given),0.5,-0.1,24,1,0,-2,0,0,-3
O=C(CSc1nc2ccccc2o1)NCC(=O)c1ccccc1,-0.2,0.0,-3,4,8,1,3,2,0
COCCSc1ccccc1C(=O)NCc1ccc(S(N)(=O)=O)cc1,-0.2,0.0,-4,5,-8,8,-2,-1,1
COc1ccc(OC)c(NC(=O)Cn2cc(C=O)c3ccccc32)c1,1.1,-0.1,-1,-1,5,-3,-4,9,-4
CC(C)(C)NC(=O)CN(CCN1CCOCC1)C(=O)CNS(=O)(=O)c1ccccc1,0.3,0.0,0,2,4,-1,4,-9,2
O=C(/C=C/c1cccs1)NCc1cccnc1,0.7,-2.7,1,-3,-5,-6,-8,2,-4
COc1ccc(CC(=O)N[C@@H](CCSC)C(=O)N2CCC3(CC2)NCCc2[nH]cnc23)cc1,-4.3,0.3,2,1,10,10,-1,-5,-3

# Looked up by structure from the entries so far, 4 records:
SMILES,PP5 inh,Efflux pump inh,HCV core dimer,CTSL1 counter,proCasp7 act,procasp3 activ,PP1 inh,JMJD2C inh,TPT1 inhibitor
COCCSc1ccccc1C(=O)NCc1ccc(S(N)(=O)=O)cc1,-0.2,0.0,-4,5,-8,8,-2,-1,1
Cc1sc2ncnc(Sc3nc4ccccc4s3)c2c1C,-1.8,0.1,4,-2,-4,1,1,3,2
CC(C(=O)c1ccc(-c2ccccc2)cc1)[n+]1cccc(C(N)=O)c1 (stereo not given),0.4,0.2,-3,6,13,6,-4,3,-4
COc1ccc(CC(=O)N[C@@H](CCSC)C(=O)N2CCC3(CC2)NCCc2[nH]cnc23)cc1,-4.3,0.3,2,1,10,10,-1,-5,-3
